Peg3 imprint: qHTS Assay for Compounds that Induce Erasure of Genomic Imprints. AID 1948, 2009. 110,000 tested, 0.02% active. mouse ES Peg3-LacZ reporter, beta-gal luminescence, 40 h. Potency, µM (titrated, usually from 60.7 µM), for inactives: top-dose activity change, positive = activation, most hits filed as activators; active means well fitted activation curve with a large enough effect;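 further: 0% = negative control wells on the plate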
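Each well holds 300 Peg3LacZ-Neo (maternal) female ES cells incubated 40 h at 37C, 5% CO2. LacZ is measured by BetaGlo luminescence, with AC50 and maximum efficacy derived from dose-response curves.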
The depositor's hits bear a star; & = joins results of further samples; [ ] = dose if it differs, or a comment. Potency means the concentration at half of the fitted maximal effect. An excerpt; count on the stated rates, not on these rows.

1. Cc1cc(C)c(/C=C2\C(=O)Nc3ccccc32)[nH]1
  Peg3 imprint: 14%

2. CC(=O)[C@@]1(O)CC[C@H]2[C@@H]3C[C@H](C)C4=CC(=O)CC[C@]4(C)[C@H]3CC[C@@]21C
  Peg3 imprint: -10%

3. O[C@@H](c1cc(-c2ccccc2)nc2c1ccc1ccccc12)C1CCCCN1 (some centres not stated)
  Peg3 imprint: -7%[10.9 µM]

4. O=C1OCCN1C(=O)[C@H]1[C@H](c2ccc(Cl)cc2)C(c2cccc(Cl)c2)=NN1c1ccc(Br)cc1
  Peg3 imprint: 2%[40.7 µM]

5. CCCC[C@@H](C=O)NC(=O)[C@H](CC(C)C)NC(=O)[C@H](CC(C)C)NC(C)=O
  Peg3 imprint: -30%

6. CCCCCCCCCCCCC/C=C/[C@@H](O)[C@@H](N)COP(=O)(O)O
  Peg3 imprint: 3%

7. O=C(OCCO)c1ccccc1O
  Peg3 imprint: 2%

8. C=C1c2ccccc2O[C@H](C(=O)OCC)C1OC (mixture of isomers)
  Peg3 imprint: -10%[97.3 µM]

9. Cc1ccc(CC2(O)CCN(CCOc3ccc(O)cc3)CC2)cc1
  Peg3 imprint: 17%

10. COc1ccc(COc2cc(-c3cccc(OC)c3)nc3ccc(NC(C)=O)cc23)cc1
  Peg3 imprint: -10%

Next section; it opens with the three that closed the last part.
8. C=C1c2ccccc2O[C@H](C(=O)OCC)C1OC (mixture of isomers)
  Peg3 imprint: -10%[97.3 µM]

9. Cc1ccc(CC2(O)CCN(CCOc3ccc(O)cc3)CC2)cc1
  Peg3 imprint: 17%

10. COc1ccc(COc2cc(-c3cccc(OC)c3)nc3ccc(NC(C)=O)cc23)cc1
  Peg3 imprint: -10%

11. CC(C)(C)c1ccc2c(c1)C(c1ccc3c(c1)OCO3)CC(=O)O2 (configuration not stated)
  Peg3 imprint: 2%

12. CN1C[C@H](C(=O)N[C@]2(C)O[C@@]3(O)C4CCCN4C(=O)[C@H](Cc4ccccc4)N3C2=O)C[C@@H]2c3cccc4[nH]cc(c34)C[C@H]21 (some centres not stated)
  Peg3 imprint: -16%&-5%

13. O=C(Nc1ccc(F)cc1)OCCN1CCN(Cc2ccccc2)CCC1=O
  Peg3 imprint: -22%

14. CCOC(=O)C1=C(C)c2ccccc2N(S(=O)(=O)C(F)(F)F)C1C(=O)OCC (configuration not stated)
  Peg3 imprint: -4%

15. CCOC(=O)C1=C(C)c2ccccc2OC1C(=O)OCC (configuration not stated)
  Peg3 imprint: -11%

16. COc1cc(OC)c2c(-c3cccc(-c4ccc(C(C)=O)cc4)c3)cc(=O)oc2c1
  Peg3 imprint: -31%[inhibitor]

17. O=c1cc(-c2cccc(F)c2)[nH]c2ccccc12
  Peg3 imprint: -24%[97.3 µM]

18. Cc1ccc(S(=O)(=O)N2CCC(=O)N(CCOCc3ccc(C(F)(F)F)cc3)CC2)cc1
  Peg3 imprint: -14%

19. O=S(=O)(NCCNC/C=C/c1ccc(Br)cc1)c1cccc2cnccc12
  Peg3 imprint: -32%[inhibitor]

20. COc1ccc(C2CC(=O)Oc3cc(OC)ccc32)cc1 (configuration not stated)
  Peg3 imprint: -10%

Shown with values ahead of the structure: entries from further up
item	Peg3 imprint	mol
19	-32%[inhibitor]	O=S(=O)(NCCNC/C=C/c1ccc(Br)cc1)c1cccc2cnccc12
16	-31%[inhibitor]	COc1cc(OC)c2c(-c3cccc(-c4ccc(C(C)=O)cc4)c3)cc(=O)oc2c1
17	-24%[97.3 µM]	O=c1cc(-c2cccc(F)c2)[nH]c2ccccc12

The list continues.
21. CCCCC(C)(O)C/C=C/[C@H]1[C@H](O)CC(=O)[C@@H]1CCCCCCC(=O)OC (some centres not stated)
  Peg3 imprint: 12%

22. CC(=O)N(C)C
  Peg3 imprint: 13%

23. Cc1ccc(-c2cc(=O)c3cc(C)ccc3[nH]2)cc1
  Peg3 imprint: -79%[inhibitor][97.3 µM]

24. C[Se]CCC(N)C(=O)O (configuration not stated)
  Peg3 imprint: 21%

25. CC[C@H](CO)Nc1nc(NCc2ccccc2)c2ncn(C(C)C)c2n1
  Peg3 imprint: -20%

26. OCC1OC(O)C(O)C(O)C1O (configuration not stated)
  Peg3 imprint: 1%

27. C=C1c2ccccc2O[C@H](C(=O)OCC)[C@@H]1C1CCCCC1 (tested in a mixture with another compound)
  Peg3 imprint: -16%

28. CCCCCCCCCCCCCCCC(=O)OCC(O)C1OC(=O)C(O)=C1O (configuration not stated)
  Peg3 imprint: -7%

Ordered by value in Peg3 imprint (ascending): three of the compounds above
27. C=C1c2ccccc2O[C@H](C(=O)OCC)[C@@H]1C1CCCCC1 (tested in a mixture with another compound)
  Peg3 imprint: -16%

26. OCC1OC(O)C(O)C(O)C1O (configuration not stated)
  Peg3 imprint: 1%

22. CC(=O)N(C)C
  Peg3 imprint: 13%

High-throughput results (PubChem BioAssay)
